M. tuberculosis = growth inhibition of non-replicating M. tuberculosis (AID 488890). Mycobacterium tuberculosis non-replicating, growth inhibition; higher % means a stronger effect. one-dose inhibition, % at 25 µM; IC50 in µM for titrated hits. 320,000 compounds, 0.39% hits; in the data active means a potency from the dose series; inconclusive means inhibition mostly from about 82% at the one dose, without a potency; inactive means the rest, 99 in 100 with inhibition below about 76%;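 further: plate controls were DMSO cells for no effect and high antibiotic wells for full effect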
H37Rv inhibition = M. tuberculosis growth inhibition, HTS (AID 449762); M. tuberculosis H37Rv growth inhibition, 7H9 media; higher % means a stronger effect; inhibition, % at 25 µM; hits with a dose series show IC50 in µM; 330,000 compounds, 0.59% hits; in the data active means a potency from the dose series; inconclusive means inhibition above about 70% without an active follow-up result;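 further: bacterial growth assessed after seven days of incubation; strong numbers were not always called active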
VEEV TC-83 Vero = inhibitors of VEEV TC-83 cytopathic effect, confirmation, Vero cells (AID 588727) | Vero cells, VEEV TC-83 cytopathic effect inhibition; higher % means a stronger effect | 350,000 compounds, 0.13% hits | one-dose inhibition, % at 20 µM; IC50 in µM for titrated hits; in the data active means a potency from the dose series; inconclusive means inhibition mostly from about 14% at the one dose, without a potency; inactive means the rest, 99 in 100 with inhibition below about 12%; further: strong numbers were not always called active
PhoP GFP inhibition = PhoP regulon inhibitors, Salmonella typhi PhoP promoter GFP reporter, confirmatory (AID 1850) | Salmonella Typhi PhoP-promoter GFP reporter, fluorescence, 4 h; higher % means a stronger effect | inhibition, % at 50 µM, or IC50 in µM where a hit was titrated | 310,000 compounds, 0.33% hits; in the data active means a potency from the dose series; inconclusive means inhibition mostly from about 25% at the one dose, without a potency; inactive means the rest, 99 in 100 with inhibition below about 19%;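 further: 0% = induced wells with vehicle and 100% = uninduced wells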
influenza NS1A = H1N1 influenza NS1A inhibitors, functional cell based assay (AID 504329) | 340,000 compounds, 0.3% hits | inhibition, % at 12.5 µM, or IC50 in µM where a hit was titrated | NS1A functional cell-based assay, percent inhibition; higher % means a stronger effect; in the data active means a potency from the dose series; inconclusive means inhibition above about 27% without an active follow-up result; further: strong numbers were not always called active
VEEV TC-83 Vero 10K pilot screen = second read-out of VEEV TC-83 Vero, no call of its own (marks repeat the call); inhibition, %; measured here: 10K pilot screen inhibition
An asterisk follows results filed as active; i = inactive; ? = inconclusive; . = not tested or not shown; & = joins results of further samples.

SMILES	M. tuberculosis	H37Rv inhibition	VEEV TC-83 Vero	PhoP GFP inhibition	influenza NS1A	others
Cc1ccc(CS(=O)Cc2ccc(C(=O)NCC(C)c3ccccc3)o2)cc1 (stereo not drawn)	11%	4%	1.1%	9%	-2%
O=C(/C=C/NCc1cccnc1)c1ccc(Br)cc1	78%	-2%	2.6%	-4%	-3%
Cn1c(=O)c2c(SCC(=O)Nc3nccs3)nc(C3CC3)nc2n(C)c1=O	-14%	-2%	3.9%	-7%	-11%
O=C(COC(=O)c1ccc2c(c1[N+](=O)[O-])C(=O)c1ccccc1C2=O)NC1CC1	?	1%	5.6%	8%	-6%
CCCn1nc(C(=O)NCC(C)(C)N2CCOCC2)c2ccccc2c1=O	4%	0%	i	2%	-8%
CC(C)(C)NS(=O)(=O)c1ccc(NC(=O)C2CC(=O)N(CCc3ccc(F)cc3)C2)cc1 (stereo not drawn)	7%	7%	0.5%	-9%	9%
Cc1c(N=C/C=C2/N(C)c3ccccc3C2(C)C)c(=O)n(-c2ccccc2)n1C	22%	2%	2.7%	3%	-3%&0%
NC(=O)[C@@H]1CCCN1Cc1nc(-c2ccc(C(F)(F)F)cc2)no1	-15%	-3%	i	3%	5%
Oc1c(Br)cc(Br)cc1C=Nc1cccnc1	?	13%	0.7%	7%	4%
Cc1cccc(NC(=O)CN2CCN(C(=O)C3CCC3)CC2)c1C	-15%	8%	0.6%	.	-6%
CCC(c1nnnn1C1CCCC1)N1CCN(C(=O)c2ccco2)CC1 (stereo not drawn)	3%	-5%	0.7%	-8%	-12%
CCC1CCCCN1S(=O)(=O)c1ccc(NC(=O)c2snnc2C)cc1 (stereo not drawn)	5%	-6%	4.9%	-10%	4%
COc1ccc(C2c3ccc(O)cc3Oc3ncn4nc(-c5ccccn5)nc4c32)cc1OC (stereo not drawn)	-4%	-12%	8.7%	-6%	-1%
C=CCOc1ccc(/C=N/NC(=O)C(=O)N2CCCCCC2)cc1OC	-1%	5%	i	16%	5%
Cc1ccc(-n2c(=O)c3ccc(C(=O)NCc4ccco4)cc3n(Cc3ccccc3C#N)c2=O)cc1	-20%	-2%	i	3%	-6%
CCN(CC)S(=O)(=O)c1ccc(C(=O)OCC(=O)c2ccc3c(c2)NC(=O)CO3)cc1	6%	-9%	0.4%	-10%	0%
CCCCC(C(=O)O)C(C)CC(=O)Nc1nccs1 (stereo not drawn)	-5%	-6%	0.8%	3%	5%
COc1ccc(NC(=S)N2CCCCCC2)cc1OC	-8%	8%	0.8%	-18%	0%
CCOc1ccc(NC(=O)CN(C)C(=O)c2cccnc2SC)cc1OCC	-13%	-13%	1.8%	1%	12%
Cn1c(=O)c2c(nc(NCc3cccnc3)n2Cc2ccccc2Cl)n(C)c1=O	-7%	7%	0.9%	-7%	-6%
COc1ccc(NC(=O)CC2C(=O)N(CCc3ccccc3)C(=S)N2Cc2cccnc2)cc1 (stereo not drawn)	28%	3%	i	-5%	-13%
Cc1ccccc1OCC1Cn2c(nc3c2c(=O)[nH]c(=O)n3C)O1 (stereo not drawn)	-15%	-7%	1.7%	4%	-3%
O=C(CN1C(=O)NC2(CCc3ccccc32)C1=O)c1c[nH]c2ccccc12 (stereo not drawn)	20%	-6%	4.6%	1%	11%
CC(=O)N(c1ccccc1)c1nc(/C=C/C(=O)Nc2c(C)cc(C)cc2C)cs1	-6%	-5%	0.5%	-7%	-8%
COc1ccc(CC(=O)NCc2nc(-c3ccccc3)no2)cc1	7%	10%	0.8%	1%	9%
O=C1C2CCN(CC2)[C@@H]1Cc1ccc2ccccc2c1O	13%	6%	2.2%	2%	8%
CC(C)[C@H](NC(=O)c1cccc(S(=O)(=O)N2CCCC2)c1)c1nc2ccccc2[nH]1	-1%	3%	0.7%	2%	-1%
CC1S/C(=N/N=C/c2ccco2)N(Cc2ccccc2)C1=O (stereo not drawn)	6%	16%	0.2%	5%	.
COc1cc(OC)cc(C(=O)N2CCC3(CC2)NCCc2[nH]cnc23)c1	4%	0%	0.3%	7%	-1%
O=C(C1CCCN(S(=O)(=O)c2ccccc2)C1)N1CCN(c2ccc(F)cc2)CC1 (stereo not drawn)	4%	1%	5.4%	-7%	-4%
COC(=O)c1cc(OC)c(OC)cc1NC(=O)CN1CCOCC1	20%	21%	i	7%	2%
CCN(CC)S(=O)(=O)c1ccc2c(c1)nc(SCC(=O)N1CCCCCC1)n2-c1ccc(OC)cc1	33%	-2%	5.2%	-10%	3%
Cn1c(=O)c2c(nc(NCc3ccccc3)n2CC(N)=O)n(C)c1=O	-23%	7%	0.7%	7%	-7%
CCCCC(=O)Nc1ccccc1CC	6%	7%	i	5%	-1%
Nc1ccc(Oc2ccc(Cl)cc2)cc1	73%	?	i	4%	-2%
NC(=O)/C=C\c1cn(-c2ccccc2)nc1-c1ccc2c(c1)OCCO2	-6%	9%	6.7%	-22%	12%
CSCCC(NS(=O)(=O)c1ccc2c(c1)oc(=O)n2C)C(=O)NC1CCC(C)CC1 (stereo not drawn)	-21%	-4%	1.2%	-6%	3%	VEEV TC-83 Vero 10K pilot screen=0.6
CCC(C)NC(=O)Cc1c(C)c2cc3c(cc2oc1=O)OC(C)(C)CC3 (stereo not drawn)	17%	0%	i	-14%	-10%
CCN1C(=O)C(=O)N(CC(=O)N(C)CC(=O)Nc2ccccc2Cl)C1=O	-9%	-3%	1.6%	2%	3%
O=C(Nc1cccc(F)c1)C1CCN(C(=O)c2ccccc2Cl)CC1	4%	-7%	1.5%	-10%	-2%
C(=N\Nc1nncn1/N=C/c1ccco1)/c1ccco1	-5%	11%	2.5%	18%	-7%
O=C1C=C(c2ccc(-c3ccccc3)c(F)c2)C[C@@H](c2ccc(Cl)cc2)C1	-12%	4%	1.3%	.	14%
COC(=O)C1=C(c2ccc(F)cc2F)C[C@@H]2CC[C@H]1N2C(=O)N1CCC(O)CC1	-10%	5%	1.8%	.	-16%
COc1ccc(Cl)cc1Nc1nc(C)nc2c1nnn2Cc1ccccc1	-8%	8%	i	4%	-5%
CCc1ccc(NC(=O)CCS(=O)(=O)c2ccc(Br)cc2)cc1	-5%	31%	0.1%	-3%	3%
CCN1CCN(C(=S)c2ccc(O)cc2)CC1	15%	5%	0.9%	10%	-4%
C=CCc1cccc2cc(C(=O)NCc3ccc(C(=O)OCC)o3)c(=O)oc12	10%	-5%	3.4%	6%	18%
CCN1CCN(C(c2ccccc2)c2nnnn2Cc2ccc(OC)cc2)CC1 (stereo not drawn)	-2%	-2%	0.6%	10%	-7%
CC(=O)N1CCOc2ccc(S(=O)(=O)NCCc3ccc(Cl)cc3)cc21	0%	2%	2.9%	-16%	1%
COc1ccc(CCNC(=O)C(=O)NCC2CCCN2S(=O)(=O)c2cccs2)cc1OC (stereo not drawn)	25%	-1%	9.2%	6%	-5%
CCCCNC(=O)CC1C(=O)N(Cc2ccccc2)C(C)c2nc3ccccc3n21 (stereo not drawn)	8%	3%	2.9%	1%	4%
Cc1cccc(NC(=O)CCc2ccc(C)o2)c1	.	-15%	1.9%	-2%	-3%
O=C(O)c1cc(NC(=O)c2ccccc2F)cc(NC(=O)c2ccccc2F)c1	-9%	3%	3.8%	-1%	1%
Cc1nn(-c2ccccn2)c2c1C(c1c(F)cccc1Cl)C1=C(N2)c2ccccc2C1=O (stereo not drawn)	16%	1%	.	1%	.
O=C(C1CCCCN1S(=O)(=O)c1ccccc1[N+](=O)[O-])N1CCCC1 (stereo not drawn)	-19%	4%	0.6%	18%	-6%
COc1cc(Cl)c(S(=O)(=O)NCc2cccnc2)cc1Cl	4%	-10%	0.2%	-3%	6%
Nn1c(SCC(=O)Nc2nccs2)nnc1-c1ccccn1	10%	1%	3.0%	-3%	-9%
CCOC(=O)CC1C(=O)NCCN1S(=O)(=O)c1cc(Cl)c(Cl)cc1Cl (stereo not drawn)	2%	8%	4.8%	5%	2%
CC1CCCN(c2ccc(C(=O)NCCc3ccccc3)cn2)C1 (stereo not drawn)	26%	-4%	i	-5%	-8%
Nn1c(-c2cccs2)nc2sc3c(c2c1=O)CCCC3	29%	6%	4.7%	-2%	8%

The final 2 entries of the part before come first, to join the parts:
SMILES	M. tuberculosis	H37Rv inhibition	VEEV TC-83 Vero	PhoP GFP inhibition	influenza NS1A	others
CC1CCCN(c2ccc(C(=O)NCCc3ccccc3)cn2)C1 (stereo not drawn)	26%	-4%	i	-5%	-8%
Nn1c(-c2cccs2)nc2sc3c(c2c1=O)CCCC3	29%	6%	4.7%	-2%	8%
CN1c2ccccc2C(C)(C)[C@]12C=Cc1cc(O)ccc1O2	38%	7%	8.1%	-26%	-6%
CCN(CC)C(=O)CSc1nc2cc3c(cc2c(=O)n1Cc1ccc2c(c1)OCO2)OCO3	6%	0%	2.9%	-1%	-1%
CN(C)c1ccc(N/C=C/C(=O)C(F)(F)F)cc1	45%	5%	i	2%	11%
CCOC(=O)c1c(C)[nH]c(C(=O)OCC(=O)N(C)CC(=O)Nc2ccccc2Cl)c1C	5%	7%	0.1%	7%	-3%
Cc1c(C2OC(=O)C3(CCCCC3)C(=O)C2(C)C)c(=O)n(-c2ccccc2)n1C (stereo not drawn)	1%	-10%	i	2%	-6%
O=C(NCCN1CCNC1=O)C1CCC(=O)N(Cc2ccccc2F)C1 (stereo not drawn)	-11%	-8%	0.4%	-11%	-3%

By substructure, the entries above containing fluorine
SMILES	M. tuberculosis	H37Rv inhibition	VEEV TC-83 Vero	PhoP GFP inhibition	influenza NS1A	others
CC(C)(C)NS(=O)(=O)c1ccc(NC(=O)C2CC(=O)N(CCc3ccc(F)cc3)C2)cc1 (stereo not drawn)	7%	7%	0.5%	-9%	9%
NC(=O)[C@@H]1CCCN1Cc1nc(-c2ccc(C(F)(F)F)cc2)no1	-15%	-3%	i	3%	5%
O=C(C1CCCN(S(=O)(=O)c2ccccc2)C1)N1CCN(c2ccc(F)cc2)CC1 (stereo not drawn)	4%	1%	5.4%	-7%	-4%
O=C(Nc1cccc(F)c1)C1CCN(C(=O)c2ccccc2Cl)CC1	4%	-7%	1.5%	-10%	-2%
O=C1C=C(c2ccc(-c3ccccc3)c(F)c2)C[C@@H](c2ccc(Cl)cc2)C1	-12%	4%	1.3%	.	14%
COC(=O)C1=C(c2ccc(F)cc2F)C[C@@H]2CC[C@H]1N2C(=O)N1CCC(O)CC1	-10%	5%	1.8%	.	-16%
O=C(O)c1cc(NC(=O)c2ccccc2F)cc(NC(=O)c2ccccc2F)c1	-9%	3%	3.8%	-1%	1%
Cc1nn(-c2ccccn2)c2c1C(c1c(F)cccc1Cl)C1=C(N2)c2ccccc2C1=O (stereo not drawn)	16%	1%	.	1%	.
CN(C)c1ccc(N/C=C/C(=O)C(F)(F)F)cc1	45%	5%	i	2%	11%
O=C(NCCN1CCNC1=O)C1CCC(=O)N(Cc2ccccc2F)C1 (stereo not drawn)	-11%	-8%	0.4%	-11%	-3%

Bioassay records as filed in PubChem.
